Source: PubChem BioAssay (Vanderbilt University)
GIRK2 act: Activates human GIRK2-containing potassium channels; P48051; HEK293 GIRK2/NPY4 cells, thallium flux fluorescence; activation (% efficacy), % for hits at 37.5 µM; 34,000 tested, under 10 active; AID 1259324;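 active = primary screen hit, no activity in plain HEK293 cells, and in GIRK2-only cells above 5% efficacy rising with concentration; inactive = the rest, including fluorescent compounds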;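 note: efficacy is normalized control-subtracted fluorescence 15 s after thallium addition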
Target sequence (P48051 whole entry, looked up): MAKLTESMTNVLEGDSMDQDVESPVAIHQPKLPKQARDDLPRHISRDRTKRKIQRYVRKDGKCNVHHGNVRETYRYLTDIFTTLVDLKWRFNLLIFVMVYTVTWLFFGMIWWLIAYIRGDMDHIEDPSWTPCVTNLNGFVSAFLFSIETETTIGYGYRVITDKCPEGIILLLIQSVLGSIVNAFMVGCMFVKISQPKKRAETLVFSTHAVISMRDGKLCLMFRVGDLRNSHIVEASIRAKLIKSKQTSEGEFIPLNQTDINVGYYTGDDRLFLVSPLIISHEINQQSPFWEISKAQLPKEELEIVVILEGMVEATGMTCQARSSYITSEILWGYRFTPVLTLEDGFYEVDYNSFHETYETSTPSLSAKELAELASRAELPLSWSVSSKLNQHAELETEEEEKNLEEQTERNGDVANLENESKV
Calls only; i = inactive. An excerpt (hit frequency here may not be typical).

SMILES	GIRK2 act
CC(C)(C)c1ccc(C(=O)N2CCN(c3ccc(Nc4ccncc4)nn3)CC2)cc1	i
CCOc1cc(C(=O)N2c3ccccc3CC2C(N)=O)cc(OCC)c1OCC (configuration not stated)	i
COC(=O)Cn1c(=NC(=O)c2cc(C)no2)sc2cc(OC)ccc21	i
O=C(COc1ccccc1)NCCOc1ccc(-c2cccs2)nn1	i
COc1ccc(CCNC(=O)Cn2cnc(C)cc2=O)cc1	i
O=C(CCc1ccccc1)N1CCc2cc(S(=O)(=O)NC3CCCC3)ccc21	i
COCCNC(=O)Cn1nc2c(c1NC(=O)/C=C\c1ccccc1)CSC2	i
COc1ccc(-c2ccc(=O)n(Cc3cc(C)ccc3C)n2)cc1	i
COc1ccc(OCC(O)CN2CCC(C)CC2)cc1 (configuration not stated)	i
CCN(CC)c1ccc(N2CCN(S(=O)(=O)c3cc(C)ccc3OC)CC2)nn1	i
COc1ccccc1Cc1noc(C2CN(C(=O)C(C)(C)Oc3ccc(Cl)cc3)C2)n1	i
CCc1ccc(S(=O)(=O)Nc2ccc(N3CCCC3=O)c(OC)c2)s1	i
COc1cn(CC(=O)Nc2cccc3ccccc23)c(CSc2nncn2C)cc1=O	i
Cn1cccc1C(O)CNC(=O)c1c(F)cccc1Cl (configuration not stated)	i
CN(C)S(=O)(=O)c1ccc(C(=O)N2CCN(C(=O)c3cnn4ccccc34)CC2)cc1	i
COc1ccc(F)cc1S(=O)(=O)Nc1ccc(-n2nnn(CC(N)=O)c2=O)cc1	i
Cc1cc(C(=O)N2CCOCC2)nn1CC(=O)N1CCN(c2ccc(F)cc2)CC1	i
O=C(NCCCCN1CCOC(c2ccccc2)C1)c1cccc(F)c1 (configuration not stated)	i
COc1ccc(S(=O)(=O)NCC(=O)N2CCOC(c3ccccc3)C2)cc1OC (configuration not stated)	i
Cc1cccc(NC(=O)N2CCN(c3cc(-n4ccnc4)ncn3)CC2)c1C	i
COc1ccc(CCS(=O)(=O)NCC(O)(c2ccco2)C2CC2)cc1 (configuration not stated)	i
CC(=O)Nc1ccc(C(=O)N2CCC(Cn3cccn3)CC2)cc1	i
COc1ccc(CCC(=O)NCC(c2cccn2C)N2CCc3ccccc3C2)cc1 (configuration not stated)	i
COc1ccc(C(=O)NCCn2ncc3c(N4CCCCCC4)ncnc32)cc1OC	i
CN(C)CCNC(=O)Cc1cc(-c2ccccc2)on1	i
Later entries.
SMILES	GIRK2 act
O=C(Nc1ccc2c(c1)N(C(=O)c1cccs1)CC2)c1ccc2c(c1)OCO2	i
O=C(Nc1cc(C(F)(F)F)ccc1Cl)c1ccc(=O)n(Cc2cccc(F)c2)n1	i
Cc1ccc(-c2noc(Cn3c(=O)n(Cc4ccc5c(c4)OCO5)c(=O)c4sccc43)n2)cc1C	i
O=C(CS(=O)(=O)c1ccc(Cl)s1)NCc1ccco1	i
O=C(NCC1CCN(C(=O)Nc2ccc(F)cc2)CC1)c1cnc2ccccc2n1	i
CCOc1ccc(-n2nnnc2CN2CCN(C(=O)c3cc4ccccc4o3)CC2)cc1	i
COc1ccc(NC(=O)CCSc2nnnn2-c2cccc(C)c2)cc1	i
CCN(CC)CCCN1C(=O)C(=O)C(=C(O)c2ccc(OC)cc2)C1c1ccccn1 (configuration not stated)	i
Cc1ccc(C(CNC(=O)c2cccs2)N2CCOCC2)cc1 (configuration not stated)	i
COc1ccc(S(=O)(=O)c2c(C)cc(C)n(CC(=O)Nc3cc(Cl)ccc3OC)c2=O)cc1	i
Cc1cc(S(=O)(=O)NCC(c2ccsc2)N2CCOCC2)ccc1F (configuration not stated)	i
COc1cc(-c2ccc(SCC(=O)NC3CCCC3)nn2)cc(OC)c1OC	i
COc1ccccc1CC(=O)Nc1cccc(-c2ccc3nnc(-c4cccs4)n3n2)c1	i
CCOC(=O)c1ccc2nc(NC(=O)c3ccno3)sc2c1	i
CCS(=O)(=O)NCC1CCN(C(C)C)CC1	i
COc1ccccc1OCC(O)Cn1cnc2ccccc21 (configuration not stated)	i
Cc1ccc(-n2ncc3c(=O)n(NC(=O)c4ccc5ccccc5c4)cnc32)cc1	i
Cc1nnsc1C(=O)N1CCC(CNC(=O)NCc2cccs2)CC1	i
COc1ccc(CNC(=O)N(c2ccccc2)c2ccccc2)c(OC)c1	i
Cc1cc(C)c(NC(=O)C(=O)NCCCN2CCOC(c3ccccc3)C2)c(C)c1 (configuration not stated)	i
O=C(NCC1CCN(C(=O)c2cc3ccccc3o2)CC1)c1c(F)cccc1F	i
O=C(Nc1ccc(N2CCCC2=O)cc1)c1ccc(C(F)(F)F)cc1	i
O=C(NCC1(O)CCc2ccccc21)Nc1ccccc1Cl (configuration not stated)	i
CCCCNC(=O)c1nnn(-c2ccc(C)cc2)c1C	i
CSc1ncccc1C(=O)N1CCC(CNC(=O)C(=O)Nc2ccc3c(c2)OCCO3)CC1	i

Not a retest: entries from further up.
SMILES	GIRK2 act
O=C(NCC1(O)CCc2ccccc21)Nc1ccccc1Cl (configuration not stated)	i
CCCCNC(=O)c1nnn(-c2ccc(C)cc2)c1C	i
CSc1ncccc1C(=O)N1CCC(CNC(=O)C(=O)Nc2ccc3c(c2)OCCO3)CC1	i

Additional entries follow:
SMILES	GIRK2 act
COc1cccc(COc2coc(C(=O)Nc3nc4ccc(Cl)cc4s3)cc2=O)c1	i
COc1ccc(C(CNC(=O)C(=O)Nc2cccc([N+](=O)[O-])c2)N2CCOCC2)cc1 (configuration not stated)	i
CN(C)S(=O)(=O)c1ccc(C(=O)NCCc2csc3nc(-c4cccc(F)c4)nn23)cc1	i
Cn1c(SCC(=O)Nc2ccccc2Cl)nc2c(-c3ccccc3)c[nH]c2c1=O	i
Cn1nc(C(=O)NCCn2nc(-c3ccccn3)n(C)c2=O)ccc1=O	i
CCSc1nn(CC(=O)Nc2ccc3c(c2)OCO3)c(N)c1S(=O)(=O)c1ccccc1	i
COc1ccc(CCC(=O)N2CCN(c3ccc(-c4ccccc4)nn3)CC2)cc1	i
CCCOc1ccc(N2CCN(C(=O)/C=C/c3ccccc3)CC2)nn1	i
O=C(Cc1cccc2ccccc12)NCCOc1ccc2c(c1)OCO2	i
CCn1nnc2c(N3CCN(C(=O)c4ccco4)CC3)ncnc21	i
O=C(CSc1ccc(F)cc1)Nc1ccc2c(c1)N(C(=O)c1ccco1)CC2	i
COC(=O)Nc1nc(CC(=O)Nc2ccc(OC)c(OC)c2)cs1	i
Cc1cc(NC(=O)CCCS(=O)(=O)c2ccccc2)n(C)n1	i
O=C(c1nc2ccccc2s1)N1CCC(COCc2ccccc2)CC1	i
CN(C)C(CNC(=O)C(=O)NCc1ccccc1Cl)c1cccc2ccccc12 (configuration not stated)	i
COc1cccc(-c2nnc(NC(=O)c3ccnn3C(C)C)o2)c1	i
CNC(=O)C1Cc2ccccc2N1C(=O)Nc1c(F)cccc1F (configuration not stated)	i
CCn1nnc2c(=O)n(CC(=O)Nc3ccc(F)c(Cl)c3)cnc21	i
COc1cccc(C(=O)Nc2cc(-c3ccc(OC)nn3)ccc2C)c1	i
COc1cccc(C(=O)Nc2ccc(-c3nnc(C)o3)cc2)c1	i
O=C(c1ccc(=O)oc1)N1CCC(Cn2cnc3ccccc32)CC1	i
O=C(Cc1ccc(NC(=O)c2cccc(Cl)c2)cc1)NCC(F)(F)F	i
Cc1cc(NC(=O)C2CC(=O)N(c3ccccc3)C2)n(C2CCS(=O)(=O)C2)n1 (configuration not stated)	i
Cc1ccccc1-n1nnnc1SCCC(=O)Nc1nccs1	i
Cc1ccc(S(=O)(=O)N(CC(O)COc2ccccc2)c2ccc(F)cc2)cc1 (configuration not stated)	i

2 records picked at random from those above, as already listed:
SMILES	GIRK2 act
COc1ccc(C(=O)NCCn2ncc3c(N4CCCCCC4)ncnc32)cc1OC	i
CCN(CC)c1ccc(N2CCN(S(=O)(=O)c3cc(C)ccc3OC)CC2)nn1	i

The results go on.
SMILES	GIRK2 act
O=C(CCS(=O)(=O)c1ccccc1)NCCC(O)c1cccs1 (configuration not stated)	i
CCc1ccc(Oc2cc(N3CCC(C(=O)NCc4ccc(OC)c(OC)c4)CC3)ncn2)cc1	i
COCCNC(=O)C(=O)NCC1CCN(C(=O)Oc2ccccc2)CC1	i
O=C(C1CCCCC1)N1CCN(c2ccc(-c3ccncc3)nn2)CC1	i
CCOc1ccccc1C(=O)NCC(O)c1ccsc1 (configuration not stated)	i
COc1ccc(-n2nc3c(c2NC(=O)C(=O)NCCOCCO)CS(=O)(=O)C3)cc1	i
Cc1cc(C)c(N(CC(O)COc2ccccc2)S(C)(=O)=O)c(C)c1 (configuration not stated)	i
COc1cccc(CNC(=O)C(=O)NCC2COC3(CCCC3)O2)c1 (configuration not stated)	i
O=C(NCC(O)c1ccsc1)c1ccc(S(=O)(=O)N2CCCC2)cc1 (configuration not stated)	i
COc1ccc(SCCC(=O)Nc2nnc(-c3ccco3)o2)cc1	i
O=C(Cc1cccc2ccccc12)Nc1nonc1-c1ccccc1	i
Cn1ccnc1N1CCN(C(=O)c2ccc(S(=O)(=O)N3CCCC3)cc2)CC1	i
CN(C)C(CNC(=O)C(=O)NCc1ccc2c(c1)OCO2)c1ccccc1 (configuration not stated)	i
O=C(Nc1ccc(N2CCCCC2=O)cc1)c1ccc2c(c1)OCO2	i
Cn1cccc1C(CNC(=O)C(=O)Nc1cc(F)ccc1F)N1CCCCCC1 (configuration not stated)	i
O=C(c1ccc(Cl)s1)N1CCN(CCn2ccnc2)CC1	i
CC(=O)c1cccc(NC(=O)Cc2csc(Nc3ccc(F)cc3)n2)c1	i
O=C(Nc1ccc(-c2ccc(N3CCCC3)nn2)cc1)Nc1ccccc1F	i
Cc1ccc(NC(=O)C(=O)NCC2CCN(C3CCCC3)CC2)cc1Cl	i
N#Cc1ccc(Cl)cc1NC(=O)C(=O)NCCCN1CCOC(c2ccccc2)C1 (configuration not stated)	i
COC(=O)C(NC(=O)c1ccc(C)cc1)C12CC3CC(CC(C3)C1)C2 (configuration not stated)	i
Cn1cccc1C(CNC(=O)Cc1ccc(F)cc1)N1CCc2ccccc2C1 (configuration not stated)	i
O=C(COc1ncccn1)N1CCN(c2cc(-n3ccnc3)ncn2)CC1	i
COc1ccccc1OCC(O)CN1CCN(c2ccccc2F)CC1 (configuration not stated)	i
Cc1nn(C2CCS(=O)(=O)C2)c2nc(-c3ccccc3)cc(C(=O)NCCCc3ccccc3)c12 (configuration not stated)	i
Next part
SMILES	GIRK2 act
COCCN1CCC(CNC(=O)C(=O)NC2CCCC2)CC1	i
CCn1nnc2c(N3CCN(C(=O)C4CC4)CC3)ncnc21	i
CN1CCN(C(=O)CCCCCn2c(=S)[nH]c3ccccc3c2=O)CC1	i
COc1ccc(-c2noc(Cn3ccn4nc(-c5cccs5)cc4c3=O)n2)cc1OC	i
COc1ccccc1-c1ccc(N2CCN(C(=O)Cc3cccs3)CC2)nn1	i
COCCNC(=O)C(=O)Nc1ccc2c(c1)N(S(C)(=O)=O)CCC2	i
O=C(NCc1ccc2[nH]c3c(c2c1)CCCC3)NC1CCCCC1	i
COc1ccccc1NC(=O)Cn1cc(OC)c(=O)cc1CSc1ccc(Cl)cc1	i
O=C(CS(=O)(=O)c1ccc(Cl)s1)Nc1cccc(C(F)(F)F)c1	i
COc1ccc2nc(N(Cc3ccncc3)C(=O)Cc3ccccc3)sc2c1	i
COc1cc(C(=O)Nc2ccc(C)c(N3CCCCC3=O)c2)c([N+](=O)[O-])cc1OC	i
COC(=O)NC(C)c1nc2ccccc2n1Cc1ccccc1F (configuration not stated)	i
COc1ccc(OC)c(NC(=O)NCCNc2ccc(Nc3cc(C)ccn3)nn2)c1	i
CC(C)(Oc1ccc(Cl)cc1)C(=O)N1CCC2(CC1)OCCN2S(=O)(=O)c1cccs1	i
CCCCOc1ccc(NC(=O)N2CCC(c3nnc(C(C)C)o3)CC2)cc1	i
CCOCCn1c(=NC(=O)c2cc(C)no2)sc2c(OC)ccc(OC)c21	i
Cc1cc(NC(=O)/C=C/c2cccs2)n(C(C)C)n1	i
COc1ccc(C(=O)Nc2nc3c(s2)CC(C)CC3)c(OC)c1 (configuration not stated)	i
COc1ccc(-c2ccc(=O)n(CC(=O)NCc3ccccc3)n2)cc1OC	i
COc1nn(C)cc1-c1nnc(SCC(=O)c2ccccc2)n1C	i
O=S(=O)(NCC1CCN(Cc2ccccc2)CC1)c1cccs1	i
Cc1cnc2c(c1SCC(=O)N1CCCC1)c(=O)n(C)c(=O)n2C	i
COc1ccc(Cl)cc1C(=O)Nc1ccc(CC(N)=O)cc1	i
Cc1cnn(C)c1C(=O)Nc1nc2c(C)ccc(C)c2s1	i
CCCc1c(C(=O)NCCO)nnn1-c1ccc(Cl)cc1	i
O=C(/C=C/c1ccco1)N1CCC(CNS(=O)(=O)c2ccc3c(c2)OCCO3)CC1	i
COc1ccc(S(=O)(=O)NCC2CCN(C3CCCC3)CC2)c(OC)c1	i
CCOc1ccc(-c2ccc(=O)n(CCCC(=O)Nc3cc(Cl)ccc3OC)n2)cc1	i
COc1ccc(Cl)c2sc(N(Cc3ccccn3)C(=O)c3ccnn3C)nc12	i

Among those listed so far, these contain a nitro group on carbon.
SMILES	GIRK2 act
COc1ccc(C(CNC(=O)C(=O)Nc2cccc([N+](=O)[O-])c2)N2CCOCC2)cc1 (configuration not stated)	i
COc1cc(C(=O)Nc2ccc(C)c(N3CCCCC3=O)c2)c([N+](=O)[O-])cc1OC	i

3 structures from above, ordered by length of the SMILES, highest first:
SMILES	GIRK2 act
COc1ccc(-c2ccc(=O)n(CC(=O)NCc3ccccc3)n2)cc1OC	i
COc1ccc(C(=O)Nc2nc3c(s2)CC(C)CC3)c(OC)c1 (configuration not stated)	i
COc1nn(C)cc1-c1nnc(SCC(=O)c2ccccc2)n1C	i
